# EPAC1 antagonist: antagonists of human EPAC1; AID 720709; EPAC1 GEF assay, Rap1b-BODIPY-GDP exchange fluorescence; 360,000 tested, 0.14% active; Potency, µM (top dose mostly 115 µM), for the others: top-dose activity change, negative = inhibition, usual class: inhibitors; O95398;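 note: potency is the fitted concentration of half-maximal effect; plate controls were vehicle for no effect and positive control for full effect; nearly all actives have a fitted effect of over 50% in size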
# WRN inhibitor: blocks human WRN helicase; AID 651768; Potency, µM (doses to about 114 µM), without a hit: at the top dose activity change, negative = inhibition, most hits filed as inhibitors; WRN helicase unwinding, fluorescent forked duplex, kinetic; 360,000 tested, 0.46% active; note: potency is the fitted concentration of half-maximal effect; % is set by controls: 0 for no effect and ±100 for the full control effect; nearly all actives have a fitted effect of over 55% in size
#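 WRN at 20 nM final was preincubated with compound for 15 min at room temperature; reaction started with 100 nM forked duplex oligonucleotide carrying fluorophore and quencher plus 2 mM ATP (final). Unwinding followed kinetically by red fluorescence (ex 525/em 598 nm).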
# Abeta rescue: restores growth of yeast expressing A-beta42 peptide; Potency, µM (highest dose often 46.1 µM), for the others: top-dose growth rescue, most hits filed as activators; 410,000 tested, 0.063% active; yeast expressing A-beta42, growth rescue, OD600, 48 h; response scale: 0% DMSO, 100% iron-clioquinol control; note: potency is the fitted concentration of half-maximal effect; nearly all actives have a fitted effect of over 55% in size
#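 Yeast A-beta toxicity model in growth medium with pinned compounds, 48 h at 30 C; growth read as absorbance at 600 nm. Normalized to FeCl3/clioquinol equimolar mix (positive) and DMSO (negative).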
# EPAC1 agonist: agonists of human EPAC1; O95398; EPAC1 agonist qHTS, biochemical assay; response scale: 100% = response to 6.5 mM cAMP; Potency, µM (doses to about 154 µM), for the others: at the top dose activation, usual class: activators; 360,000 tested, 0.073% active; note: potency is the fitted concentration of half-maximal effect; nearly all actives have a fitted effect of over 60% in size
#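 Multi-concentration qHTS readout: loss of Rap1B-bound BODIPY-GDP fluorescence driven by 100 nM EPAC1 with excess GDP (50 uM), monitored kinetically at room temperature; agonist response expressed relative to 6.5 mM cAMP.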
# PI5P4Ka inh: blocks human PI5P4K alpha kinase activity | 330,000 tested, 1.2% active | PI5P4Kalpha enzyme, ADP-Glo luminescence, 60 min; stronger effect = lower value | max response, % | P48426; active = max response of -50% or lower; inconclusive = between -30% and -50%; inactive = -30% or higher; note: value at the top dose of about 77 µM; % is set by controls: 0 for no effect and ±100 for the full control effect
# Target sequence (P48426 whole entry, looked up): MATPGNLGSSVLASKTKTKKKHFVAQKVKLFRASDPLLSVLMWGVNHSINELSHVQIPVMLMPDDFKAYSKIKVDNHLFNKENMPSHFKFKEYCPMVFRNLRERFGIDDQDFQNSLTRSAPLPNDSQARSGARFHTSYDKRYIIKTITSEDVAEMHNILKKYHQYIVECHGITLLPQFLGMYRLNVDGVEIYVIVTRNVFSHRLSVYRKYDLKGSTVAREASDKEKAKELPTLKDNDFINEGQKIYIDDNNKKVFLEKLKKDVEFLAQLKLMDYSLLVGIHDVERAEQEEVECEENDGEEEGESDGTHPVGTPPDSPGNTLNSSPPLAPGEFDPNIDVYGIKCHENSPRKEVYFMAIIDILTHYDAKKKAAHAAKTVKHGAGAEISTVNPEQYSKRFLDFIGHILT
#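 ADP-Glo luminescence end-point after a 60 min room-temperature kinase reaction. PI5P4Kalpha and substrate in HEPES pH 7.4 buffer with EGTA, 0.1% CHAPS and 5% DMSO; ATP at 5 microM final.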
# FUS yeast rescue: suppressors of FUS proteinopathy in yeast. S. cerevisiae FUS-expressing, growth rescue, OD600, 24 h. Potency, µM (doses to about 76.6 µM), without a hit: at the top dose growth rescue (activation), usual class: activators. 390,000 tested, 0.24% active;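 note: potency is the fitted concentration of half-maximal effect; plate controls were DMSO vehicle for no effect and reference control for full effect; nearly all actives have a fitted effect of over 55% in size; some results filed as inactive show a strong effect at the top dose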
#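 Toxicity suppression screen in FUS-yeast. Cells induced with 2% galactose, starting OD 0.005, treated 24hr at 30C with compounds at multiple final concentrations; growth by OD600.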
# PLK1 PBD inh: inhibitors of human PLK1 polo-box domain binding. Potency, µM, without a hit: max response, negative = inhibition, most hits filed as inhibitors. Plk1 PBD binding of FITC phosphopeptide, fluorescence polarization. AID 720504. 360,000 tested, 2.8% active; note: potency is the fitted concentration of half-maximal effect; series mostly up to about 57 µM; % is set by controls: 0 for no effect and ±100 for the full control effect; nearly all actives have a fitted effect of over 65% in size
# Target sequence (P53350 whole entry, looked up, the tested form may be a part): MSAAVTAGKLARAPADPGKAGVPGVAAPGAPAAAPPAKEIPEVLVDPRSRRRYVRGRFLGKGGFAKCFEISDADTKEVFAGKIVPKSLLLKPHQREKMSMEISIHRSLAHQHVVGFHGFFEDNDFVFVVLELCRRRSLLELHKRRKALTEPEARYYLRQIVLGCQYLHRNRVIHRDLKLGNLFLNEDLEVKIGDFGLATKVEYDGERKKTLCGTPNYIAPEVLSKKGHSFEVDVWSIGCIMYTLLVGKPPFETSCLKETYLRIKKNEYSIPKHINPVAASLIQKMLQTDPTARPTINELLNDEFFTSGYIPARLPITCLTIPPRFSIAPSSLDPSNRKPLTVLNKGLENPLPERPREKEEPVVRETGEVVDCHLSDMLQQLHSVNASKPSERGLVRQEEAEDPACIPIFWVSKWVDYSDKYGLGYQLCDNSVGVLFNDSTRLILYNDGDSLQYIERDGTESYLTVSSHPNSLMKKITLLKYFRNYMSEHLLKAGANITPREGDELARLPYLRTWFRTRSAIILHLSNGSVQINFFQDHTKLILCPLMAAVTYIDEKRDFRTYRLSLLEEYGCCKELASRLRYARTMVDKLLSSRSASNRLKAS
# aSyn yeast inh: alpha-synuclein toxicity inhibition in yeast; Yeast expressing alpha-synuclein, growth rescue, BacTiter-Glo, 24 h; Potency, µM (titrated, usually from 46.1 µM), without a hit: top-dose growth rescue (activation), usual class: activators; 370,000 tested, 0.14% active; note: potency is the fitted concentration of half-maximal effect; % of control where 0% means no effect; nearly all actives have a fitted effect of over 65% in size
#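 Galactose-induced alpha-syn yeast (OD600=0.02, raffinose-pregrown) + pinned cpd, 24 hr, 30 deg C; growth by BacTiter-Glo luminescence. Growth restoration scores as activation.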
# IL2 activator: IL-2 activation | IL-2 activation reporter assay, cell-based qHTS; stimulated with anti-CD3/CD4/CD28 beads; in transgenic mouse T cells | activation, % (series mostly up to about 46 µM) | 360,000 tested, 0.065% active; in the data active = activation above about 50%; inconclusive = mostly about 30% to 49%; note: 0% is about no effect
#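 First, unstimulated transgenic mouse T cells were exposed to compound for 60 min. Next, anti-CD3/anti-CD4-coated beads with anti-CD28 were added. Finally, after 18 h at 37 degrees C, EGFP and DsRed were imaged.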
# An asterisk follows results filed as active; ? = inconclusive; nt = no result given; [ ] = dose if it differs, or a comment. Unless noted, calls come from the whole dose curve; as a rule, active = well fitted curve in the direction sought with a large enough effect; inconclusive = small, poorly fitted or top-dose-only effect, or another doubt; inactive = no such curve, though single readings can be large; an effect the other way counts as inactive or inconclusive. No enrichment for hits (roughly 4.1% active in at least one column).
SMILES,EPAC1 antagonist,WRN inhibitor,Abeta rescue,EPAC1 agonist,PI5P4Ka inh,FUS yeast rescue,PLK1 PBD inh,aSyn yeast inh,IL2 activator
O=C(CN1C2CCC1CC(NC(=O)NC1CCCCC1)C2)NC1CC1 (configuration not stated),-2%,4%,3%,6%,nt,22%,-6%,-1%,-1.4
CC(=O)Oc1cccc(C(=O)Nc2ccccc2C(=O)N2CCCC2)c1,-17%,-8%,11%,4%,0,nt,2%,-14%,-0.8
CCCCNC(=S)NNC(=O)c1nn(C)c(C)c1Cl,-3%,-4%,5%,-2%,0,11%,-9%,-6%,-4.1
CCNc1nc(NCC)n2c(SCC(=O)c3ccccc3F)nnc2n1,-9%,8%,24%,1%,0,-12%,0%,1%,0.1
COc1ccc(CCCC(=O)NC2CCCCC2C)c(C)c1 (configuration not stated),12%,4%,17%,-2%,nt,15%,1%,2%,-1.8
O=C1CCc2cc(NS(=O)(=O)c3ccc(F)cc3)cc3c2N1CC3,-20%,-13%,-2%,-35%[inhibitor],8,13%,0%,-2%,0.6
CC(=O)C1C(=O)CC(C)(O)C(C(C)=O)C1c1ccccc1 (configuration not stated),13%,-2%,-8%,2%,3,13%,-16%,-3%,-1.1
C#CCOCCOCCOCCNc1nc(N2CCN(C(=O)CCCCCCCCCCNC(=O)[C@H]([C@@H](C)CC)n3cc(CCCCCN)nn3)CC2)nc(N2CCN(C(=O)CCCCCCCCCCNC(=O)[C@H](CCCCN)n3cc(CCCC(=O)O)nn3)CC2)n1,1%,0%,-8%,5%,?,?,2%,-41%[inhibitor],-0.2
Cc1cccc(CSC(Nc2ccc(F)cc2)=C(C#N)C#N)c1,-27%,-34%,-34%[inhibitor],-28%,3,nt,-22%,-32%[inhibitor],-0.4
O=C(O)/C=C/c1cn(Cc2ccccc2Cl)nc1-c1ccccc1,-3%,1%,2%,-4%,-16,15%,27µM*,0%,-1.7

# Printed as active in PLK1 PBD inh, among the entries above:
molecule | EPAC1 antagonist | WRN inhibitor | EPAC1 agonist | PI5P4Ka inh | PLK1 PBD inh | IL2 activator
O=C(O)/C=C/c1cn(Cc2ccccc2Cl)nc1-c1ccccc1 | -3% | 1% | -4% | -16 | 27µM* | -1.7

# The listing picks up, starting 2 compounds before the break.
SMILES,EPAC1 antagonist,WRN inhibitor,Abeta rescue,EPAC1 agonist,PI5P4Ka inh,FUS yeast rescue,PLK1 PBD inh,aSyn yeast inh,IL2 activator
Cc1cccc(CSC(Nc2ccc(F)cc2)=C(C#N)C#N)c1,-27%,-34%,-34%[inhibitor],-28%,3,nt,-22%,-32%[inhibitor],-0.4
O=C(O)/C=C/c1cn(Cc2ccccc2Cl)nc1-c1ccccc1,-3%,1%,2%,-4%,-16,15%,27µM*,0%,-1.7
CCCCn1c(N)c(N(Cc2ccccc2OC)C(=O)c2sccc2C)c(=O)[nH]c1=O,-27%,-7%,3%,7%,1,-4%,1%,0%,-1.1
CCC(=NOCc1ccccc1)C(=O)NNS(=O)(=O)c1ccc(C)cc1,-4%,3%,18%,-11%,-1,11%,6%,-5%,2.9
Cn1c(=O)c2cc(S(=O)(=O)NC(C(=O)N3CCCCCC3)c3ccccc3)ccc2n(C)c1=O (configuration not stated),7%,-3%,-11%,-30%[inhibitor],-4,15%,-3%,2%,4.0
CNc1nc(C)c(C(C)(C)C)s1,-8%,-3%,nt,9%,3,-9%,-28%,-1%,-0.6
O=C(O)c1cccc2c1C(=O)c1ccc(Cl)cc1S2(=O)=O,10%,10%,-8%,-14%,1,-10%,-1%,-1%,-0.3
CC1(C)Cc2c(sc3c2C(=O)N(c2ccccc2)C2=NCCCN23)CO1,2%,-20%,2%,0%,nt,34%,-4%,-11%,-1.8
Cc1cccc(C)c1NC(=O)CN(c1ccccn1)S(=O)(=O)c1ccc(F)cc1,-8%,1%,-7%,-7%,-1,20%,-8%,-4%,-2.4
Cc1cccn2c(=O)c3cc(C(=O)NC4CCCC4)c(=N)n(CCc4ccccc4)c3nc12,-2%,11%,-1%,12%,0,32%,-1%,-11%,0.1
COc1ccccc1NC(=O)C(C)Sc1nnc2ccccn12 (configuration not stated),-11%,4%,-19%,4%,0,17%,-8%,-5%,1.2
COc1ccccc1C1(CCNS(=O)(=O)c2ccc(C)cc2)CCOC(C(C)C)C1 (configuration not stated),?,-10%,-3%,-7%,15,nt,-5%,3%,-4.6
COCCNC(=O)CN(c1ccc(C)cc1)S(=O)(=O)c1ccc(SC)cc1,-11%,7%,19%,15%,6,1%,-6%,4%,0.0
COc1ccc(S(=O)(=O)N2CCCC2)c(Cl)c1Cl,-25%,-15%,-4%,-4%,-1,-13%,-2%,5%,-1.9
O=C(CN1CCN(Cc2ccccc2)CC1)Nc1ccc(Cl)cc1,-4%,-7%,-4%,-3%,-1,-10%,-3%,-3%,0.3
O=C1CC(=C2c3ccccc3-c3ccccc32)C(=O)N1CCN1CCN(c2ccccc2)CC1,9%,-12%,-4%,5%,nt,40µM*,-6%,-1%,-2.7
COc1ccc(N2C(=O)CSC(c3ccccc3)C2=O)cc1 (configuration not stated),-7%,-8%,2%,-8%,-2,-6%,-12%,2%,1.1
Cc1ccc(NC(=O)CCCN2C(=O)/C(=C/C=C/c3ccccc3)SC2=S)cc1,0%,-29%,0%,-10%,-7,nt,?,1%,0.8
Cc1ccc(NC(=O)CN2CCN(S(=O)(=O)c3cccs3)CC2)cc1S(=O)(=O)N(C)C,15%,4%,-3%,0%,-6,40%,-2%,-1%,-1.3
O=C(NNC(=O)C1CC1c1ccccc1)c1cccc([N+](=O)[O-])c1 (configuration not stated),-4%,-3%,15%,-4%,2,13%,-10%,-3%,1.8
C[C@@H]1CC=C[C@@H]2[C@H]1C(=O)N(Cc1ccccc1)[C@H]2c1cccc(C#Cc2ccccc2)c1,-26%,-2%,9%,-10%,-3,11%,-8%,10%,-0.3
Cc1csc(NC(=O)CSc2nnc(-c3ccncc3)n2C)n1,21%,-2%,-16%,3%,nt,37%,-6%,1%,1.8
CC(C)(C)c1ccc(CN2N=Nc3ccccc3S2(=O)=O)cc1,4%,-6%,0%,0%,-28,6%,13µM*,-29%,-1.9
CCN(C(=O)COc1cccnc1[N+](=O)[O-])C1CCS(=O)(=O)C1 (configuration not stated),-4%,10%,-11%,-12%,-5,-19%,-2%,-6%,-2.4
CC(C)(C)C(=O)/C=C/c1ccc(Oc2ccccc2)cc1,-2%,0%,6%,6%,2,-27%,13%,1%,-3.9
Cc1ccc(OC(C)C(=O)Nc2ccccc2C(=O)N2CCOCC2)cc1 (configuration not stated),0%,-7%,-10%,0%,0,-3%,-7%,2%,-0.9
CCNC(=S)NNc1nnc(-c2ccccc2)c(-c2ccccc2)n1,-16%,3%,16%,-11%,0,?,-14%,-7%,-0.9
COc1cc(C=O)cc(Cl)c1OC(=O)N1CCOCC1,11%,-13%,4%,-6%,-4,-16%,3%,5%,1.5
O=C(CN1CCN(Cc2ccccc2)CC1)N/N=C/c1cccnc1,0%,-4%,7%,3%,7,2%,1%,1%,0.0
CCOc1cc(C(=S)N2CCOCC2)ccc1OS(=O)(=O)c1ccc(NC(C)=O)cc1,-10%,-2%,5%,14%,nt,-4%,-11%,8%,-2.7
CN(Cc1ccccc1)c1ccc(S(=O)(=O)N2CCC(C(=O)O)CC2)cc1[N+](=O)[O-],-3%,-3%,30%,4%,2,5%,-9%,12%,-0.3
Cc1cc(=O)nc2c3ccccc3n(C(C)C(=O)Nc3cc(F)ccc3F)n12 (configuration not stated),-19%,1%,16%,-2%,-4,-12%,-4%,4%,0.3

# Reformatted as tab-separated lines: part of the list above.
molecule	EPAC1 antagonist	WRN inhibitor	Abeta rescue	EPAC1 agonist	PI5P4Ka inh	FUS yeast rescue	PLK1 PBD inh	aSyn yeast inh	IL2 activator
CN(Cc1ccccc1)c1ccc(S(=O)(=O)N2CCC(C(=O)O)CC2)cc1[N+](=O)[O-]	-3%	-3%	30%	4%	2	5%	-9%	12%	-0.3
Cc1cc(=O)nc2c3ccccc3n(C(C)C(=O)Nc3cc(F)ccc3F)n12 (configuration not stated)	-19%	1%	16%	-2%	-4	-12%	-4%	4%	0.3

# More compounds
SMILES,EPAC1 antagonist,WRN inhibitor,Abeta rescue,EPAC1 agonist,PI5P4Ka inh,FUS yeast rescue,PLK1 PBD inh,aSyn yeast inh,IL2 activator
CC1CCc2c(sc(NC(=O)c3noc4c3CCCC4)c2C(N)=O)C1 (configuration not stated),12%,-3%,-2%,11%,5,-1%,?,2%,-0.9
N#Cc1c(NC(=O)CCN2C(=O)c3ccccc3C2=O)oc(-c2ccccc2)c1-c1ccccc1,3%,-10%,4%,0%,-9,0%,0%,1%,-0.2
COc1cccc(CC(NC(C)=O)C(=O)NC2CCN(c3c4c(nc5ncnn35)CCC4)CC2)c1 (configuration not stated),4%,-7%,-8%,-7%,-7,7%,0%,3%,-0.2
O=C(COc1cccc2c1CCN(Cc1ccccc1)C2=O)NCc1ccco1,1%,-20%[57.1 µM],21%,5%,6,5%,-10%,6%,2.5
CCC(=O)Nc1ccc(N2CCN(Cc3ccccc3F)CC2)cc1,-1%,-4%,12%,-9%,2,8%,1%,nt,1.3

# Assay outcomes: PubChem, National Center for Advancing Translational Sciences (NCATS)
